# FLuc act counter = FLuc activators, initial screening, artefact control for FLuc-dependent activation tests, biochemical, ATPlite luminescence. ATPlite luciferase biochemical, 10 min; 0 = ATP-free wells, 1 = DMSO control. AID 1027, 2008. activation factor at 10 µM. 200,000 tested, under 10 active. Luciferin 4-monooxygenase (Photinus pyralis), P08659;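 active means luciferase activation factor, scaled between plate controls, of at least 2 with compound at 10 µM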
#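 System: cell-free luciferase reagent; medium: PBS as buffer for the ATP substrate; doses: test compounds dosed from 2 mM stocks in 100% DMSO; incubation: 10 min, room temperature; measured by: luminescence from luciferase reaction; read-out: luciferase activation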
# FLuc inhib CS = firefly luciferase enzyme inhibitors, primary screen, artefact control for luciferase-based inhibitor screens, biochemical, luminescence, ATPLite. Luciferin 4-monooxygenase (Photinus pyralis), P08659. 10 min. inhibition, % at 10 µM. 1.5% of 200,000 active. AID 1006, 2008;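 active means inhibition above about 50% when tested at 10 µM, limit read from the data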
# TNAP inh hi DEA = human TNAP enzyme inhibitors, primary screen, biochemical, luminescent, high phosphate acceptor level, uHTS. purified TNAP, CDP-star luminescence, 1 M DEA. inhibition, % at 20 µM. 0.03% of 200,000 active. AID 1135, 2008;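 active means over 50% inhibition of tissue-nonspecific alkaline phosphatase at 20 µM in the single-dose screen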;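 further: plate controls were DMSO wells for no effect and EDTA-quenched wells as full inhibition for full effect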
# Target sequence (P05186 whole entry, looked up): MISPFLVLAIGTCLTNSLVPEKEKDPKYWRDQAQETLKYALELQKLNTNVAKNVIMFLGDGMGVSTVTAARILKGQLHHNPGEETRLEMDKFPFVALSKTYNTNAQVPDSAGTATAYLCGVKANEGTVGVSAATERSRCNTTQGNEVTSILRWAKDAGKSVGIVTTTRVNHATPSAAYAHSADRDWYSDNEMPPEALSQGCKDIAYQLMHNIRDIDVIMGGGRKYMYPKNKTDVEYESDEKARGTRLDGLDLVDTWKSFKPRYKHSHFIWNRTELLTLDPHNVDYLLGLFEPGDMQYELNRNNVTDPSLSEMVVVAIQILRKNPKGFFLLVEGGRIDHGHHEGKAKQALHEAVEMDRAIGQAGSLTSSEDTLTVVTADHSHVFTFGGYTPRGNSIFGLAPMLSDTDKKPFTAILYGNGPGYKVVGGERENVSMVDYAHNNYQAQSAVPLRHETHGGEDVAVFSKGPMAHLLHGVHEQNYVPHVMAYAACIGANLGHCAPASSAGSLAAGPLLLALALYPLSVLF
# TNAP act hi DEA = TNAP activators at high phosphate acceptor level, primary screen, biochemical, luminescence, uHTS. 200,000 tested, under 10 active. activation factor at 20 µM. purified TNAP, CDP-star luminescence, 1 M DEA, 30 min; stronger effect = higher value; 0 = EDTA background, 1 = DMSO-only activity. AID 1136, 2008;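 active means activation factor at least 2 at 20 µM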
#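 Dosing: 20 µM single point. System: human TNAP. Amount: TNAP 1/800 final. Incubation: 30 min, room temperature. Read-out: TNAP activation factor scaled between EDTA and DMSO control wells. Signal: luminescence from CDP-star hydrolysis. Medium: 1 M DEA, pH 9.8, Mg2+, Zn2+. Control set: EDTA negative control, DMSO positive control.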
# TNAP inh noacc = human TNAP enzyme inhibitors, primary screen, biochemical, luminescent, no phosphate acceptor, uHTS; inhibition, % at 20 µM; Alkaline phosphatase, tissue-nonspecific isozyme (Homo sapiens), P05186; 0.26% of 200,000 active; purified TNAP, CDP-star luminescence, 30 min;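 active means tissue-nonspecific alkaline phosphatase inhibition above about 50% at 20 µM in the single-dose screen, limit read from the data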;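 further: 0% = DMSO negative control and 100% = EDTA positive control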
# PMI act = activators of human PMI, primary screen, biochemical, fluorescence intensity, near-Km mannose 6-phosphate; purified human PMI, coupled resazurin fluorescence, 20 min; stronger effect = higher value; 1 = vehicle control, 0 substrate-free wells; activation factor at 20 µM; 0.005% of 190,000 active;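 active means activation factor of 2 or more at 20 µM, relative to plate controls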
# Target sequence (P34949 whole entry, looked up): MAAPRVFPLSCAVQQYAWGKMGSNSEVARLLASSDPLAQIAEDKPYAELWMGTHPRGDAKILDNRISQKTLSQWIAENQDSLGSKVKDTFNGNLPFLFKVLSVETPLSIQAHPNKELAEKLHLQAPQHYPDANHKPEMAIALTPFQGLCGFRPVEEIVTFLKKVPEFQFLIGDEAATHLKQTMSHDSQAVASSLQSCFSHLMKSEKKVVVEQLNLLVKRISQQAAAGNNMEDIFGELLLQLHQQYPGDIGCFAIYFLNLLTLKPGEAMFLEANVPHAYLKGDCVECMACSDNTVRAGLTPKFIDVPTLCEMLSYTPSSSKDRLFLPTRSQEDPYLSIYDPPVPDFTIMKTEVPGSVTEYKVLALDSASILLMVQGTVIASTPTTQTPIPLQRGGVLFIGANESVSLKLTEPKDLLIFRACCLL
# PMI act hi M6P = human PMI activators, high substrate, primary screen, biochemical, fluorescence intensity, near-saturating mannose 6-phosphate; activation factor at 20 µM; coupled PMI enzyme assay, resazurin fluorescence, 20 min; stronger effect = higher value; 1 = untreated enzyme, 0 = substrate-free blank; Mannose-6-phosphate isomerase (Homo sapiens), P34949; AID 1216, 2008; 0.34% of 190,000 active;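 active means activation factor of 2 or more at 20 µM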
#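 Test system: human phosphomannose isomerase with PGI, G6PDH, diaphorase coupling enzymes / Doses: 20 µM compound, 1% DMSO / Times: enzyme reaction with compound 20 min at room temperature / Measured by: Diaphorase-driven resazurin-to-resorufin fluorescence, excitation 544, emission 590 nm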
# bIAP act = bovine intestinal alkaline phosphatase activators, primary screen, biochemical, bovine IAP, CDP-star luminescence; purified bovine IAP, 30 min; stronger effect = higher value; fold of DMSO-control signal, blank-subtracted; activation factor at 20 µM; 0.17% of 200,000 active;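 active means activation factor of 2 or more at 20 µM, a signal rise over negative controls twice the positive control's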
# NF-kB expr up = activators of NF-kB expression in neurons, primary screen, cell-based, HTS; human neuronal cells, NF-kB reporter expression; stronger effect = higher value; fold change at 12.5 µM; 1.6% of 190,000 active; AID 1239, 2008; in the data active means fold change above about 3.3
# APP 5'UTR act = activators of APP 5'UTR luciferase reporter, primary screen, SH-SY5Y cells; AID 1276, 2008; 1% of 190,000 active; SH-SY5Y APP 5'UTR luciferase reporter, luminescence; zero percent = DMSO vehicle wells; activation, % at 2 µM;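 active means activation above a set limit, based on mean plus 3 SD of controls, cut at about 140% in these data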; further: values of inactives mirror those of a sister screen read the other way
# * hit, by the source's call; nt = not tested or not shown. Rows are unselected, and some 3.6% of all compounds hit somewhere here.
SMILES,FLuc act counter,FLuc inhib CS,TNAP inh hi DEA,TNAP act hi DEA,TNAP inh noacc,PMI act,PMI act hi M6P,bIAP act,NF-kB expr up,APP 5'UTR act
CCOc1ccc(/C=C(\C#N)C(=O)Nc2cccnc2)cc1,1,-1.1,-0.9,1,-16.4,1,1,0.9,1.09,-8.3
CCN(CC)c1ccc(/C=C(\C#N)C(=O)NCc2ccccc2)cc1,1,-2.4,2.1,1,2.2,0.7,0.9,0.9,0.91,-12.4
CC(C)(C)OC(=O)N1CCC(C(=O)N2CCOCC2)CC1,1.1,-11.5,-7.9,1.1,4.2,1.1,1.1,0.9,1.05,-12.8
COc1ccc(Br)cc1C(=O)N/N=C/c1ccc([N+](=O)[O-])cc1,1,-4.9,-2.7,1,-7.1,1,1.1,1,1.17,-12.2
CCOP(=O)(OCC)c1nc(-c2cccc3ccccc23)oc1NCCc1ccc(OC)cc1,1,-1.7,-6.9,1.1,-12.8,0.8,0.9,0.8,0.86,6.4
Cc1ccc(/C=N/n2c(-c3ccc(Cl)cc3)n[nH]c2=S)s1,1.1,-11.3,8.0,0.9,-8.6,0.9,0.9,0.9,1.1,4.0
COc1ccc(C2OC(=O)CC2C(=O)NCc2ccc(C)cc2)cc1OC (stereo not drawn),1,-3.8,-5.7,1.1,-12.3,1,0.9,1,1.01,7.2
CCC(C)c1c(O)nc(SCC(=O)N2CCOCC2)[nH]c1=O (stereo not drawn),1.1,-6.7,-5.5,1.1,-9.0,0.9,0.9,1,1.28,5.1
CC(=O)Nc1ccc(S(=O)(=O)Nc2nc3ccccc3nc2Sc2nncn2C)cc1,1,-1.4,-9.3,1.1,-1.1,1.4,1.6,1.1,1.16,12.3
CCNc1nc(NCC)nc(NC(N)=S)n1,1.1,-8.8,-2.5,1,-12.2,1,0.9,1.1,1.08,9.4
COc1ccc(C2=NN(c3ccccc3)C(=O)/C2=C\c2ccc(O)c(OC)c2)cc1,1,-0.7,40.8,0.6,50.1*,0.9,0.7,0.5,1.45,-5.0
N#Cc1cccc(C#N)c1N1CCC(C#N)CC1,1,-4.0,-3.8,1,-13.4,0.9,0.9,1,1.13,8.4
CCOC(=O)C1(CC2CCCCO2)CCN(C2CCSCC2)CC1 (stereo not drawn),1.1,-7.3,-2.5,1,-5.3,1,1.1,1,0.95,4.5
c1ccc(-c2nc(-n3nc4ccccc4n3)nc3ccccc23)cc1,1,-2.3,9.0,0.9,-9.0,0.9,0.9,1.1,0.59,4.7
Nc1ncnc(Nc2ccccc2C(F)(F)F)n1,1.1,-7.2,-3.0,1,-13.8,0.9,0.9,0.9,1.18,-6.8
COc1cccc(OC)c1C(=O)OCC(=O)NC(=O)NCc1ccccc1,1,-4.0,-3.2,1,4.1,1.1,1.1,1.2,1.14,4.2
Cc1cc(C)cc(OCC(=O)Nc2ccc3c(c2)OCCO3)c1,1,-2.0,-5.3,1.1,-14.6,1.1,1,0.7,1.21,0.8
Cc1ccc(N=Cc2c(O)ccc3ccccc23)cc1F,1,-1.6,-5.0,1.1,21.1,0.7,0.5,0.8,0.97,-2.9
COC(=O)C1=C(C(=O)OC)C(c2ccccc2O)c2sc(=O)[nH]c2S1 (stereo not drawn),1.1,-5.1,3.9,1,-6.3,0.9,0.7,0.4,1.07,15.0
O=C(Nc1ccc(F)cc1F)NC1CC1,1,-4.0,1.9,1,-7.6,0.9,0.9,1,1.06,15.6
Cc1ccc(C2CC(c3ccco3)n3ncnc3N2)cc1 (stereo not drawn),1,-2.9,-1.1,1,-7.7,1,1,1,0.98,-1.4
Cn1ccnc1SCC(=O)Nc1ccc2ccccc2c1,0.7,33.9,-0.7,1,-4.3,0.8,0.8,0.8,4.38*,104.7
O=C(c1ccc(N2CCOCC2)nc1)N1CCOCC1,1,1.4,-2.3,1,-5.1,1,1,0.9,1,-13.7
COc1ccc(N/C=C(\C2OC(=O)c3ccccc32)[N+](=O)[O-])cc1 (stereo not drawn),1.1,-7.1,-1.1,1,-5.6,1.2,1,1,0.97,5.7
Cc1cc(C)n(-c2cc(C(=O)O)cc(C(=O)O)c2)n1,1.1,-7.8,-6.7,1.1,-8.3,1.1,1.1,1,1.19,-7.3
CCC(NS(=O)(=O)c1ccc(C)cc1)C(=O)Nc1ccc(NC(C)=O)cc1 (stereo not drawn),1,-2.9,5.3,0.9,7.6,1,1,1,0.83,-7.6
CCOC(=O)N1CCN(C(=S)Nc2cc(OC)c(OC)cc2C(=O)OC)CC1,1.1,-7.1,-3.1,1,-8.2,0.9,1,1.1,1.13,20.0
O=C(Nc1cc(Cl)cc(Cl)c1)C1CCC(=O)N1Cc1ccccc1Cl (stereo not drawn),1,-2.7,-11.1,1.1,-13.6,0.9,0.9,1.1,0.95,-6.5
C=CCOc1nc2c(c(=O)n(Cc3ccc(Cl)cc3)c(=O)n2C)n1C,1.1,-5.8,-6.0,1.1,-6.2,1,1,0.9,1.06,10.8
C=CCOc1ccc(NC(=O)C(=O)NCCCn2ccnc2)cc1,1,-4.6,-4.7,1,-10.6,1,1,0.9,0.98,-4.2
Nc1nnn(CC(=O)N/N=C/c2cccc3ccccc23)n1,1,-4.9,0.6,1,-3.4,1,0.9,0.9,1.4,-62.3
Cc1cccc(C2C3=C(Nc4[nH]n(-c5ccccc5)c(=O)c42)c2ccccc2C3=O)c1 (stereo not drawn),1,0.9,14.7,0.9,9.3,1.2,1.2,0.9,0.81,-5.0
O=c1cnc2ccccc2n1CC1CCCCC1,1,-1.9,-2.4,1,-8.1,1,1,0.9,0.89,14.7
COc1cccc2cc(-c3ccccc3)c(=O)oc12,0.4,59.5*,-2.1,1,-4.1,1,1,0.9,4.69*,152.2*
CCCCN(CC)S(=O)(=O)c1c(C)[nH]c(=O)[nH]c1=O,1,-0.9,0.6,1,-1.7,1.1,1,1.1,1.03,10.1
COc1cnc(-c2ccccc2)nc1Oc1cccc(C)c1,1.1,-8.6,-5.8,1.1,-9.2,0.9,0.9,0.9,1.1,0.2

# Shown as labelled records: part of the list above
O=C(Nc1cc(Cl)cc(Cl)c1)C1CCC(=O)N1Cc1ccccc1Cl (stereo not drawn)
- FLuc act counter: 1
- FLuc inhib CS: -2.7
- TNAP inh hi DEA: -11.1
- TNAP act hi DEA: 1.1
- TNAP inh noacc: -13.6
- PMI act: 0.9
- PMI act hi M6P: 0.9
- bIAP act: 1.1
- NF-kB expr up: 0.95
- APP 5'UTR act: -6.5

COc1cnc(-c2ccccc2)nc1Oc1cccc(C)c1
- FLuc act counter: 1.1
- FLuc inhib CS: -8.6
- TNAP inh hi DEA: -5.8
- TNAP act hi DEA: 1.1
- TNAP inh noacc: -9.2
- PMI act: 0.9
- PMI act hi M6P: 0.9
- bIAP act: 0.9
- NF-kB expr up: 1.1
- APP 5'UTR act: 0.2

COc1cccc2cc(-c3ccccc3)c(=O)oc12
- FLuc act counter: 0.4
- FLuc inhib CS: 59.5*
- TNAP inh hi DEA: -2.1
- TNAP act hi DEA: 1
- TNAP inh noacc: -4.1
- PMI act: 1
- PMI act hi M6P: 1
- bIAP act: 0.9
- NF-kB expr up: 4.69*
- APP 5'UTR act: 152.2*

O=c1cnc2ccccc2n1CC1CCCCC1
- FLuc act counter: 1
- FLuc inhib CS: -1.9
- TNAP inh hi DEA: -2.4
- TNAP act hi DEA: 1
- TNAP inh noacc: -8.1
- PMI act: 1
- PMI act hi M6P: 1
- bIAP act: 0.9
- NF-kB expr up: 0.89
- APP 5'UTR act: 14.7

# Later entries
SMILES,FLuc act counter,FLuc inhib CS,TNAP inh hi DEA,TNAP act hi DEA,TNAP inh noacc,PMI act,PMI act hi M6P,bIAP act,NF-kB expr up,APP 5'UTR act
C=CCOc1ccc2c(OC)c3ccoc3nc2c1OC,0.5,54.4*,-1.5,1,-10.7,1,0.9,1.5,1.8,31.8
CCOC(=O)C1CCCN(Cc2cc(=O)oc3cc(C)c(C)cc23)C1 (stereo not drawn),1.1,-6.3,-7.6,1.1,-2.4,1,0.9,0.8,1.41,-9.3
Nc1nonc1C(=O)NCCN=Cc1ccccc1O,1.1,-9.2,1.6,1,-6.9,1,1,1.1,0.86,-4.3
O=C1NC(=S)SC1=C1CCCC1,1,0.3,0.1,1,-8.4,1,1,0.9,0.94,16.3
CCN(CCn1cccn1)Cc1c(C(=O)N2CCCCCCC2)nc2ccc(Cl)cn12,1,-0.3,-4.4,1,-3.1,1,1,1.1,0.89,-2.7
CC(=O)n1c2c(c3ccccc31)OC(N)=C(C#N)C2c1ccc(C(C)C)cc1 (stereo not drawn),1.1,-5.2,0.0,1,-4.1,0.8,0.6,0.8,0.61,48.1
O=C(C1CCCO1)N1CCN(Cc2nc3ccccc3c(=O)[nH]2)CC1 (stereo not drawn),1,-3.2,-8.4,1.1,1.5,1.1,1.2,0.9,1.21,-14.7
COc1ccc([N+](=O)[O-])cc1Nc1ncnc2ccccc12,1,-3.2,-6.3,1.1,-9.4,1,1.1,1.1,1.02,4.6
c1ccc(-c2cn3c(n2)SCC3)cc1,0.9,5.6,3.1,1,-5.6,1,1,1.2,1.57,33.3
COc1cc(NC(=S)NCc2ccc(S(N)(=O)=O)cc2)cc(OC)c1,1.1,-6.6,1.8,1,-4.8,0.8,0.8,1,1.03,17.5
COC(=O)/C=C(\C)NC(=O)c1cccs1,1.1,-7.0,-8.9,1.1,-19.6,1,1,0.9,0.83,7.0
Cn1c(/C=C/c2cccc([N+](=O)[O-])c2)nc2ccccc2c1=O,1.1,-5.9,-3.1,1,-5.3,nt,nt,1.2,0.58,4.7
O=c1[nH]cnc(O)c1C(c1ccc2c(c1)OCO2)c1c(O)nc[nH]c1=O,1.1,-8.6,-4.3,1,-38.0,1.1,1,1,1.13,-0.1
CCCCc1cc(=O)oc2c(CN(C)C)c(O)ccc12,1.1,-6.5,1.8,1,-11.0,0.9,0.9,1.1,1.07,-8.8
COc1cccc(OC)c1OCC(O)CN1CCN(c2ccccc2)CC1 (stereo not drawn),1.1,-5.3,-6.1,1.1,-5.4,0.9,0.9,1,0.84,4.1
CCOc1ccc(OCC)c(NC(=O)CN2CCN(c3cccc(C)c3)C(C)C2)c1 (stereo not drawn),1,-3.5,-6.4,1.1,-11.1,0.8,0.9,0.8,0.94,-15.7
Cc1c(CCCN)c2ccccc2n1Cc1ccccc1,1.1,-9.3,-5.8,1.1,-8.7,nt,nt,1,1.05,-10.6
COC(=O)c1ccc(Oc2cc(C)nc(NCc3ccccc3)n2)cc1,1.1,-6.2,-6.2,1.1,-10.9,1.1,1,0.9,1.05,0.9
COC(=O)c1ccc(CN2C(=O)c3ccccc3S2(=O)=O)cc1,1.1,-5.6,-6.5,1.1,-14.5,1,1,1,0.94,5.7
O=C(CCNC(=O)c1ccccc1Cl)Nc1nc2ccccc2s1,1,3.3,-9.2,1.1,-25.0,1,1,1,1.29,43.7
